Compound activity: PubChem, several laboratories
BoNT-A LC inh2: BoNT A light chain protease inhibition | AID 588499 | multiplex microsphere protease substrate cleavage, flow cytometry | inhibition, % at 10 µM | hit rate 0.17% among 360,000; further: plate controls were buffer without enzyme for full effect and enzyme alone for no effect
CCHF vOTU inh: blocks the CCHF virus ovarian tumor domain protease; CCHFV vOTU protease, Pep-AMC fluorescence; inhibition, % at 11.5 µM; hit rate 0.55% among 370,000; in the data active means inhibition above about 30%; further: 0% = vehicle wells with enzyme and 100% = no enzyme wells
BH1578 lux ind: induces V. cholerae light production without autoinducers; V. cholerae BH1578 lux reporter, luminescence, 6 h; activation, % at 18.7 µM; hit rate 0.16% among 350,000; in the data active means activation mostly above about 9.7%, no sharp cut-off; inconclusive means no clear call, values can overlap the other calls; inactive means mostly below about 3.7%; further: not every result past the cut was called active; inactives centre near 0; reference of the scale not given here
DUSP3 inh: inhibitors of human VHR1 phosphatase (DUSP3); recombinant VHR phosphatase, pNPP absorbance; AID 1654; P51452; hit rate 0.52% among 290,000; inhibition, % at 13.3 µM; in the data active means inhibition above about 50%; further: some compounds called inactive have numbers as strong as hits
Target sequence (P51452 whole entry, looked up): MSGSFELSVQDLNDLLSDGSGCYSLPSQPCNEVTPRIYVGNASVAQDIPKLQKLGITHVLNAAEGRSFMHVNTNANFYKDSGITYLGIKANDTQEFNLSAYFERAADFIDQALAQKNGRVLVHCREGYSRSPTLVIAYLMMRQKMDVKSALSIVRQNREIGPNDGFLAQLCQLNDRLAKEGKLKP
Anthrax LF prot: inhibitors of Bacillus anthracis lethal factor protease. P15917. multiplex microsphere protease cleavage assay, LF. inhibition, % at 10 µM. hit rate 0.12% among 360,000; further: plate controls were buffer without enzyme for full effect and enzyme alone for no effect
Target sequence (P15917 whole entry, looked up): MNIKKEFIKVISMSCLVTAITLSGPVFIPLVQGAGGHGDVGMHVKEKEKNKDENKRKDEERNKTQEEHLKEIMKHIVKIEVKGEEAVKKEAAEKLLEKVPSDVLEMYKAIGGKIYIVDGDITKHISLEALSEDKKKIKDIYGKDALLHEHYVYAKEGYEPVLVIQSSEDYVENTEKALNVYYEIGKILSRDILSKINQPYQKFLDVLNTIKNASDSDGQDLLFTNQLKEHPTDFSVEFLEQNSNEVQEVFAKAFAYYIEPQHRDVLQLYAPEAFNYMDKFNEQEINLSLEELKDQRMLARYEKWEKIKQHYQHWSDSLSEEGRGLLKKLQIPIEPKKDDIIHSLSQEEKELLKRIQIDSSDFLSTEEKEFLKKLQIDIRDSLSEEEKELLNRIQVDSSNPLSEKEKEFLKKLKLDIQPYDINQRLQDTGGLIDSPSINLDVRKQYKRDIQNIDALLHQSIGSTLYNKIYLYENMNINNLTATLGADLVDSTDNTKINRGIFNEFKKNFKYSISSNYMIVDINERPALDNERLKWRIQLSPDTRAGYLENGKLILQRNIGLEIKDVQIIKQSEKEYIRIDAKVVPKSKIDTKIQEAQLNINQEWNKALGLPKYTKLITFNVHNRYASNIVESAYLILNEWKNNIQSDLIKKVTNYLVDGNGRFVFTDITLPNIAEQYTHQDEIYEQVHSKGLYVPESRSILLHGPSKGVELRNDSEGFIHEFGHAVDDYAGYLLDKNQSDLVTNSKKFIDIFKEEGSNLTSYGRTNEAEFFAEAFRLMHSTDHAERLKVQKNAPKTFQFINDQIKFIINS
Yp Topo-I inh: inhibitors of Yersinia pestis topoisomerase I. Y. pestis Topo-I cleavage product accumulation, plate reader. activity, % at 10 µM. hit rate 0.064% among 360,000; in the data active means activity above about 50%, passing the limit was not always enough; inconclusive means no clear call, values can overlap the other calls; further: inactives centre near 2
PriA SSB inh: K. pneumoniae PriA-SSBct interaction inhibition; AlphaScreen SSBct-PriA binding, biotinylated peptide; inhibition, % at 33 µM; hit rate 0.6% among 430,000; in the data active means inhibition mostly above about 37%, no sharp cut-off; inactive means mostly below about 20%;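 further: plate controls were negative control peptide for no effect and reference peptide for full effect; strong numbers were not always called active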
TcdB GH inh: TcdB glycohydrolase inhibition | P18177 | inhibition, % at 9.99 µM | hit rate 0.24% among 350,000 | TcdB glycohydrolase enzymatic assay, plate reader; in the data active means inhibition above about 10%
PfHsp40 yeast: restores yeast growth despite PfHsp40 toxicity; S. cerevisiae expressing PfHsp40, growth rescue, ATP luminescence; growth rescue, % at 12.5 µM; hit rate 0.68% among 340,000; in the data active means growth rescue above about 28%, passing the limit was not always enough; inconclusive means no clear call, values can overlap the other calls;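 further: yeast W303a lacking pdr1 and pdr3 grown in galactose medium; growth measured after three days at 30 °C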
SARS 3CLpro inh: SARS-CoV 3CLpro protease inhibition; P0C6X7; recombinant SARS-CoV 3CLpro, quenched FRET peptide cleavage; inhibition, % at 6 µM; hit rate 0.14% among 290,000; in the data active means inhibition above about 12%
The depositor's hits bear a star; i = inactive; ? = inconclusive; nt = no result given; & = joins results of further samples. Unless noted, no stated cut-off is given here; in the data, active means inhibition above about 30%; inconclusive means no clear call, values can overlap the other calls; inactive means below that. Not all compounds are listed; the hit share may differ from the screen's.

molecule | PfHsp40 yeast | BoNT-A LC inh2 | BH1578 lux ind | TcdB GH inh | Yp Topo-I inh | DUSP3 inh | PriA SSB inh | CCHF vOTU inh | Anthrax LF prot | SARS 3CLpro inh
Cc1cc2oc(=O)cc(C)c2cc1NC(=O)CCl | -0.5 | nt | -0.3 | 0.2 | -3 | 36 | -5 | -6 | nt | 8
CCN(CC)S(=O)(=O)c1ccc(N2CCOCC2)c(NC(=O)c2cc(C)cc(C)c2)c1 | -1.2 | 0.8 | 0.1 | nt | 7 | 17 | -3 | -3 | -4 | -2
COc1ccc(C(=O)O/N=C(\N)Cc2ccc(Cl)c(Cl)c2)cc1OC | ? | -0.9 | i | -0.6 | 7 | 3 | i | -2 | 0 | -2
Cc1cc(C)cc(CSCC(=O)NN=C2CCCCCC2)c1 | 0.7 | 0.2 | -0.3 | nt | 0 | -2 | -12 | 13 | 0 | 4
Cc1ccccc1C(OCC(O)CN1CCCCC1CCO)c1ccccc1 (stereo unspecified) | -0.6 | -1.3 | -0.3 | nt | 2 | 22 | -18 | 9 | -1 | 1
COc1ccc(OC)c(C2C(C#N)=C(N)N(N(C)C)C3=C2C(=O)CCC3)c1 (stereo unspecified) | -0.6 | -4.6 | i | -0.7 | 4 | -10 | 1 | 6 | 2 | 0
CC(=O)Oc1cc2oc(=O)cc(C)c2cc1OC(C)=O | ? | -4.4 | 4.2 | nt | -2 | 18 | -19 | -325 | -10 | 0
Cc1ccc(C)c(NC(=O)c2cc(-c3cccnc3)nc3ccccc23)c1 | 1.2 | -0.3 | -0.9 | -0.2 | -8 | 21 | 0 | -2 | 2 | -4
CCN(CC)S(=O)(=O)c1ccc2c(c1)nc(CCC(=O)O)n2CC | 0.1 | -1.8 | -0.8 | 0.5 | 6 | 13 | 0 | -16 | -11 | 0
Cc1ccc(CNC(=O)C(=O)NCC2OCCCN2S(=O)(=O)c2cccs2)cc1 (stereo unspecified) | 1.6 | 2.5 | -0.4 | -4.9 | 6 | 10 | -6 | 7 | 0 | -1
CC(=O)c1ccc(S(=O)(=O)NC2CC2)cc1 | -0.4 | 1.9 | -0.2 | -1.1 | -1 | 31 | 2 | 10 | 4 | -2
Cc1ccc(CN2CCSc3ccc(C(=O)NCc4ccccn4)cc32)cc1 | 1.1 | -0.3 | i | 1.2 | 35 | 23 | 5 | -68 | -4 | 2
C[C@]12CCC(=O)C=C1CC[C@@H]1[C@@H]2CC[C@@]2(C)[C@H]1CC[C@@]21CCC(=O)O1 | 0.8 | -1.1 | -10 | -0.4 | 27 | nt | -10 | 5 | 27 | -2
CN1CCN(c2ccc(NC(=O)C(C)(C)C)cc2)CC1 | 0.1 | 1.3 | 0.5 | nt | -3 | 6 | -8 | -1 | -3 | 0
CC(CSC(=O)c1ccccc1)C(=O)N1c2ccccc2CC1C(=O)O (stereo unspecified) | nt | -0.1 | nt | 0.9 | nt | nt | nt | 25 | -2 | nt
COc1ccc(OC(=O)c2cccc(S(=O)(=O)N3CC(C)OC(C)C3)c2)cc1 (stereo unspecified) | 2.2 | 0.6 | i | 1.0 | 11 | nt | -13 | 8 | 5 | nt
O=C(COc1ccccc1Cl)NNC(=O)c1ccc2nc[nH]c2c1 | ? | -0.9 | i | 0.5 | -9 | nt | -12 | 3 | -5 | nt
CSCCNCc1cn(-c2ccc(F)cc2F)nc1-c1ccccc1C | -0.7 | -0.3 | -0.4 | 0.6 | 11 | 5 | 0 | 10 | -2 | 3
CC(c1cccnc1)N(CCN(C)C)C(=O)Nc1ccc(Cl)cc1 (stereo unspecified) | 0.0 | 0.6 | -0.1 | 0.3 | -6 | 8 | -17 | -5 | 1 | 0
O=C(CCN1N=C(c2ccccc2)CCC1=O)NCCCN1CCOCC1 | -0.5 | 2.0 | -0.3 | 2.6 | -2 | -1 | 2 | 2 | 4 | -5
Nc1ncnc(N)c1NC(=O)c1cc(Cl)c(OCc2ccccc2)c(Cl)c1 | nt | 0.0 | -6.0 | 0.6 | 18 | nt | nt | 14 | -6 | nt
CN(Cc1ccc(F)cc1)C(=O)CN1C(=O)c2ccccc2S1(=O)=O | -1.0 | -0.7 | nt | 1.7 | 1 | nt | -2 | 2 | -16 | nt
CCc1noc(C)c1C(=O)NCCc1ccccc1 | 1.1 | -3.9 | -1.2 | 2.4 | -4 | nt | -7 | -6 | -8 | nt
S=C(Nc1ccc(Oc2ccccc2)cc1)Nc1cccnc1 | -0.3 | -14 | i | 0.2 | 6 | -12 | -14 | 12 | -11 | 4
CCC(C)C(NC(=O)c1ccccc1NC(=O)c1ccco1)C(=O)NNC(=O)c1ccc(OC)cc1 (stereo unspecified) | -0.2 | 0.2 | i | -0.6 | -5 | -4 | -17 | 5 | -1 | 8
O=C(Nc1ccccc1)C1=C[C@H](c2csc3ccccc23)C[C@H](OCCCCO)O1 | ? | 0.6 | -0.6 | 0.1&-6.8&0.4 | 9 | 10 | 6 | 3 | 2 | 3
COc1ccccc1C(=O)NCCN1CCN(c2ccccc2)CC1 | 1.2 | -1.8 | i | 1.3 | 2 | -18 | 5 | 5 | -22 | 4
Nc1ncc(Br)cc1S(=O)(=O)NCCC(=O)Nc1cccc(Cl)c1 | 1.6 | 1.1 | -1.5 | 2.2 | 3 | 8 | -3 | 3 | -1 | 4
COc1ccc(-n2nnnc2SCC(=O)Nc2nc3c(s2)CCCC3)cc1 | -0.3 | -1.2 | nt | nt | 11 | 15 | -9 | -10 | 0 | 3
O=C(NC1CCCCC1)c1cc2nc(-c3ccco3)cc(C(F)(F)F)n2n1 | 1.7 | 0.1 | i | nt | 1 | -8 | -6 | nt | -3 | 0
O=C(Nc1ccccc1C(=O)O)c1ccc(NC(=O)c2ccc(Br)o2)cc1 | ? | -1.5 | -0.1 | -0.1 | -7 | 19 | -9 | nt | -4 | 0
O=C(Cn1cnc2ccccc21)N/N=C/c1ccccn1 | -1.1 | -0.5 | i | nt | -2 | 30 | nt | 2 | 3 | 7
O=C(NCc1ccc(F)cc1)C(c1ccco1)N(C(=O)c1csnn1)C1CC1 (stereo unspecified) | -0.3 | 1.2 | -0.3 | 0.4 | -1 | -5 | 5 | 5 | 2 | -4
NC(=O)c1cccnc1Sc1ccc(Cl)cc1 | -0.8 | 0.8 | -0.2 | 0.3 | -3 | -11 | -16 | 8 | -2 | -1
O=S(=O)(Nc1ccc(Cc2ccncc2)cc1)N1CCCC1 | 7.0 | -0.3 | -0.3 | nt | 9 | 14 | -3 | -10 | -2 | -4
CS(=O)(=O)c1ccccc1C(=O)NCCC(c1ccccc1)c1ccccc1 | -0.6 | 0.4 | -0.2 | 1.2 | 7 | 1 | 7 | -5 | 2 | 0
COc1ccc(CNC(=O)[C@H](C)[C@@H]2C[C@@]2(C)[C@@H](NC(=O)OCc2ccccc2)c2ccccc2)cc1OC | nt | nt | nt | 1.4 | nt | 24 | 7 | 0 | nt | -3
COc1ccc(CCNC(=O)c2c(C)nn(CC(C)C)c2Cl)cc1 | -0.4 | nt | i | 2.2 | 15 | 5 | 5 | -3 | nt | 6
COC(=O)C1CC(=O)N(CCc2c[nH]c3ccccc23)C1 (stereo unspecified) | 1.7 | -1.0 | i | nt | 3 | 3 | -10 | 8 | -5 | 2
CC1(C)CC(=O)C(=C2SCCCS2)C(=O)C1 | -1.9 | 0.8 | -0.4 | nt | 6 | -2 | -15 | -1 | 0 | 1
COc1cc(/C=N/NC(=O)c2cccnc2)ccc1OCC(=O)Nc1c(C)cc(C)cc1C | 0.8 | -1.0 | -0.5 | nt | -5 | 0 | nt | 0 | -2 | 1
CCCNC(=O)C(NS(=O)(=O)c1ccc2c(c1)c(=O)n(C)c(=O)n2C)c1ccccc1 (stereo unspecified) | -0.7 | -1.2 | -0.1 | -0.2 | 8 | 21 | -11 | 1 | -6 | 1
Cc1ccc(S(=O)(=O)N2CCOCC2)cc1NC(=O)COc1cccc(-n2cnnn2)c1 | 1.4 | -3.7 | 0.5 | 2.9 | -16 | nt | -9 | -3 | -4 | nt
CCCN1C(=S)c2ccccc2C1c1ccccc1 (stereo unspecified) | 2.3 | -0.4 | i | 1.0 | 20 | 29 | -125 | -5 | 12 | 1
CC(C)C(NS(=O)(=O)c1cccs1)C(=O)NCCCN1CCCCCC1 (stereo unspecified) | -0.4 | 0.7 | i | 0.6 | 3 | -13 | -4 | 0 | -7 | 3
COc1cc2cc(CN(Cc3cccs3)C(=S)Nc3ccc(C)cc3)c(=O)[nH]c2cc1OC | -0.4 | -1.9 | -0.3 | 0.2 | 2 | 4 | 7 | 6 | -1 | 6
O=[N+]([O-])c1nccn1CCCCCCCCCCCN1CCOCC1 | nt | -0.3 | nt | -0.3 | nt | nt | nt | 6 | -7 | nt
Cc1ccnc(NC(=O)C(Cc2ccccc2)NC(=O)c2ccccc2)c1 (stereo unspecified) | 0.2 | 2.9 | -6.3 | 3.3 | 6 | nt | -1 | -8 | 1 | nt
S=c1[nH]nc(COc2ccccc2)n1/N=C/C=C/c1ccco1 | nt | -3.3 | i | 0.0 | 5 | 0 | nt | 8 | -9 | 5
COc1ccccc1CCc1nnc(CCC(=O)NCC2CCCO2)o1 (stereo unspecified) | -0.3 | -0.4 | 5.8 | 0.3 | 5 | -26 | -2 | -9 | 2 | 2
O=C(CCCn1c(SCC(=O)Nc2ccccc2Cl)nc2ccccc2c1=O)NCC1CCCO1 (stereo unspecified) | 0.1 | -1.5 | -0.4 | 0.1 | 10 | -1 | -12 | 19 | -2 | 4
COC(=O)C1=C(C)OC(N)=C(C#N)C1c1ccc(OC)c(OC)c1OC (stereo unspecified) | -1.1 | 2.1 | i | nt | -1 | -17 | -15 | 9 | 1 | 0
O=C(O)C1CCN(S(=O)(=O)c2cccc3nonc23)CC1 | -0.3 | -1.8 | 4.3 | 1.4 | -5 | 2 | 0 | 13 | -2 | -3
COc1c2occc2c(OC(C)=O)c2c(=O)cc(C)oc12 | 7.8 | -2.6 | i | -0.3 | -2 | 34 | -21 | -10 | -15 | -3
Cn1nc(-c2ccc(Cl)cc2)c2cc(C(=O)NC3CC3)sc21 | 0.3 | 0.2 | -0.1 | 0.8 | -6 | 9 | 2 | 3 | 8 | 1
CC(C)(C)OC(=O)C[C@@H]1C/C=C\C[C@@H](CC(=O)NCCO)C(=O)N[C@H](Cc2ccccc2)COC1=O | 0.9 | -0.1 | -0.2 | 0.7 | 7 | nt | -5 | -2 | -3 | nt
CN1CCC(N2CCN(C3CN(C4CCCC4)S(=O)(=O)C3)CC2)CC1 (stereo unspecified) | nt | -0.1 | nt | 1.4 | nt | nt | nt | -10 | -13 | nt
COc1ccc(N2CCN(C(=O)NC34CC5CC(CC(C5)C3)C4)CC2)cc1 | 3.0 | -1.5 | 1.6 | nt | 12 | 12 | 3 | 10 | -6 | 3
Cc1ccc(SCC(=O)c2cc(C)c(OC(=S)N(C)C)c(C)c2)cc1 | -0.9 | -1.2 | i | nt | 36 | 16 | -46 | -12 | -4 | -3
Cc1cc(=O)n2[nH]c(Nc3cccc(Cl)c3)nc2n1 | -0.5 | -2.2 | -0.5 | -0.9 | 6 | nt | 1 | -1 | -3 | nt
